S2 tox = viability counter-screen for ATXN expression inhibitors | S2 cells (HEK-293 line with an ATXN2-luciferase reporter) viability, CellTiter-Fluor protease fluorescence, 24 h | Potency, µM (titrated, usually from 56.7 µM), most hits filed as cytotoxic | 400,000 compounds, 0.49% hits; note: potency is the fitted concentration of half-maximal effect; nearly all actives have a fitted effect of over 40% in size
IL-1B inflam inh = blocks inflammasome-driven IL-1 beta release; THP-1 LPS/ATP IL-1B secretion, AlphaLISA, 16 h; active compounds read low; activity change, % at 57.5 µM; 360,000 compounds, 4.7% hits; in the data active = activity change below about -50%; inconclusive = mostly about -30% to -49%; note: % is set by controls: 0 for no effect and ±100 for the full control effect
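Secreted IL-1B measured by AlphaLISA bead assay after 16 h compound exposure of THP-1 cells; compounds (final up to 57.5 uM) added 1 h before LPS (250 ng/mL) and ATP (1.25 mM) stimulation; lower signal means less secretion.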
SW480 rerep = induces DNA re-replication in SW480 colon adenocarcinoma cells; AID 624297; Potency, µM (highest dose often 46.1 µM), for the others: at the top dose re-replication activation, actives largely listed as activators; SW480 DNA re-replication, Hoechst DNA content imaging, 48 h; 340,000 compounds, 1.8% hits; note: potency is the fitted concentration of half-maximal effect; % of control where 0% means no effect; nearly all actives have a fitted effect of over 55% in size
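Compounds, transferred as 23 nL by pin tool, were incubated with cells for 48 hr; DNA content per nucleus was then quantified by Hoechst staining and fluorescence plate imaging.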
KB-3-1 cytotox = KB-3-1 parental cell cytotoxicity. KB-3-1 viability, CellTiter-Glo ATP luminescence, 72 h. Potency, µM (doses to about 46.1 µM), without a hit: top-dose activity change, negative = cytotoxic, hits mostly cytotoxic. 400,000 compounds, 1.4% hits; note: potency is the fitted concentration of half-maximal effect; % is set by controls: 0 for no effect and ±100 for the full control effect; nearly all actives have a fitted effect of over 60% in size
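Screening of KB-3-1 cells (DMEM, 10% FBS, phenol-red free) ran from lowest to highest compound concentration; after 72 h at 37 °C viability was read luminescently and curves fitted.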
ATXN2 expr inh = ATXN2 expression inhibition; HEK-293 ATXN2-luciferase reporter, luminescence, 24 h; Potency, µM (top dose mostly 57 µM), for the others: at the top dose activity change, negative = inhibition, usual class: inhibitors; 360,000 compounds, 0.72% hits; note: potency is the fitted concentration of half-maximal effect; % is set by controls: 0 for no effect and ±100 for the full control effect; nearly all actives have a fitted effect of over 55% in size
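ATXN2-luciferase reporter cells (luciferase flanked by upstream and downstream ATXN2 gene portions) were treated 24 h at 37 °C with compounds at up to 57 uM. SteadyGlo luminescence gave expression; GF-AFC fluorescence gave viability.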
HT1080 IDH1KD tx = toxicity to HT-1080 IDH1 knockdown cells (counter line); Potency, µM (titrated, usually from 46.1 µM), without a hit: top-dose activity, negative = toxicity, usual class: cytotoxic; 360,000 compounds, 2% hits; HT-1080 IDH1 knockdown viability, ATP luminescence, 48 h; AID 686971;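 note: potency is the fitted concentration of half-maximal effect; 0% = DMSO wells and -100% = cell-free medium wells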
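After a 2 h attachment period, IDH1KD HT-1080 cells took pin-transferred compound for 48 h at 37 °C; ATP-based luminescence after 10 min room-temperature reagent incubation reported viability.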
HT1080-NT tox = kills 2HG-producing HT-1080-NT fibrosarcoma cells; HT-1080-NT fibrosarcoma viability, CellTiter-Glo ATP luminescence, 48 h; 360,000 compounds, 1.6% hits; AID 686970; Potency, µM (top dose mostly 46.1 µM), for inactives: at the highest dose activity, negative = less viability, usual class: cytotoxic;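 note: NT is the 2HG producing partner of a matched IDH1 knockdown line; potency is the fitted concentration of half-maximal effect; 0% = DMSO-treated cells and -100% = media-only wells without cells; nearly all actives have a fitted effect of over 55% in size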
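Luminescent CellTiter-Glo readout after 48 hours of compound exposure at 37 degrees C defined viability of HT-1080-NT cells. Activity was normalized to DMSO wells and cell-free media wells; concentration-response curves were fitted and assigned curve classes.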
MCF10A rerep = DNA re-replication induction in MCF 10a cells | MCF 10A DNA re-replication, Hoechst nuclear intensity, 48 h | Potency, µM (highest dose often 46.1 µM), for inactives: at the top dose activity, positive = re-replication, usual class: activators | 350,000 compounds, 2.9% hits; note: potency is the fitted concentration of half-maximal effect; % of control where 0% means no effect; nearly all actives have a fitted effect of over 50% in size
HepG2 viability = HepG2 cytotoxicity, counter-screen for TGF-b inhibitors; HepG2 CAGA-GFP viability, ATP luminescence, 18 h; Potency, µM (titrated, usually from 46.1 µM), inactives show at the highest dose activity change, negative = cytotoxicity, hits mostly cytotoxic; 410,000 compounds, 0.76% hits; AID 588856; note: potency is the fitted concentration of half-maximal effect; some results filed as inactive show a strong effect at the top dose
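CellTiter-Glo luminescence gave cytotoxicity after 18 hours at 37 degrees C. The cells were HepG2 CAGA-GFP in 1% FBS DMEM, stimulated with 500 pg/mL TGF-beta after compound addition. %Activity was normalised to no-cell wells (complete cell-killing) and DMSO (no toxicity), and curves were fitted and classified.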
Numbers without * were called inactive; & = joins results of further samples; [ ] = remark or other dose. Unless noted, calls come from the whole dose curve; as a rule, active = well fitted curve in the direction sought with a large enough effect; inconclusive = small, poorly fitted or top-dose-only effect, or another doubt; inactive = no such curve, though single readings can be large; an effect the other way counts as inactive or inconclusive.

Screening Cc1ccc(NC(=O)COCC(=O)Nc2ccc(F)cc2)cc1 returned S2 tox inactive, IL-1B inflam inh 50, SW480 rerep -9%, KB-3-1 cytotox -20%, ATXN2 expr inh -4%, HT1080 IDH1KD tx 1%, HT1080-NT tox 12%, MCF10A rerep -2% and HepG2 viability -1%.
For CCOC(=O)C1=C(c2ccc(O)cc2)NC(=O)NC1C (configuration not stated) the results were S2 tox inactive, SW480 rerep -42%[inhibitor], KB-3-1 cytotox -2%, ATXN2 expr inh -6%, HT1080 IDH1KD tx 20%, HT1080-NT tox 3%, MCF10A rerep inconclusive and HepG2 viability 26%.
CCOCCCNCc1cn(-c2ccc(F)cc2F)nc1-c1ccccc1C was read as S2 tox inactive, IL-1B inflam inh -77*, SW480 rerep -2%, KB-3-1 cytotox 6%, ATXN2 expr inh -15%, HT1080 IDH1KD tx -10%, HT1080-NT tox -9%, MCF10A rerep -2% and HepG2 viability -2%.
Screening O=C(NCC1CC1(Cl)Cl)Nc1ccc(Cl)c(Cl)c1 (configuration not stated) returned S2 tox inactive, IL-1B inflam inh -95*, SW480 rerep inconclusive, KB-3-1 cytotox inconclusive, ATXN2 expr inh inconclusive, HT1080 IDH1KD tx 29µM*, HT1080-NT tox 18µM*, MCF10A rerep 18µM* and HepG2 viability -38%.
`N#C/C(=N\Nc1ccc([N+](=O)[O-])cc1)C(=N)N1CCOCC1` gave S2 tox inconclusive, IL-1B inflam inh 3, SW480 rerep -3%, KB-3-1 cytotox 2%, ATXN2 expr inh 26%, HT1080 IDH1KD tx -3%, HT1080-NT tox 0%, MCF10A rerep -8% and HepG2 viability -7%.
N#Cc1ccc(CSc2nnc(Cc3cccs3)n2Cc2ccco2)cc1 was read as S2 tox inactive, IL-1B inflam inh -12, SW480 rerep -2%, KB-3-1 cytotox -6%, ATXN2 expr inh -4%, HT1080 IDH1KD tx -10%, HT1080-NT tox -15%, MCF10A rerep -13% and HepG2 viability 0%.
`COc1cccc(SCC2(O)CCN(C(=O)c3ccc(Cl)cc3)CC2)c1` gave S2 tox inactive, IL-1B inflam inh inconclusive, SW480 rerep -4%, KB-3-1 cytotox -8%, ATXN2 expr inh -22%, HT1080 IDH1KD tx -18%, HT1080-NT tox -19%, MCF10A rerep 0% and HepG2 viability 7%.
For CC/C(Cc1ccccc1)=N\NC(=O)c1cc([N+](=O)[O-])cc([N+](=O)[O-])c1 the results were S2 tox inactive, IL-1B inflam inh 4, SW480 rerep 1%, KB-3-1 cytotox 1%, HT1080 IDH1KD tx -10%, HT1080-NT tox -14%, MCF10A rerep -6% and HepG2 viability -1%.
CN1CCN(C(=O)/C(=C/c2ccc(F)cc2)NC(=O)c2ccccc2)CC1 was read as S2 tox inactive, IL-1B inflam inh -6, SW480 rerep inconclusive, KB-3-1 cytotox -1%, ATXN2 expr inh 6%, HT1080 IDH1KD tx inconclusive, HT1080-NT tox 13%, MCF10A rerep -2% and HepG2 viability -3%.
Cc1c(-n2cc(C(=O)c3cc(Cl)ccc3O)cc(C#N)c2=O)c(=O)n(-c2ccccc2)n1C was read as S2 tox inactive, IL-1B inflam inh 28, SW480 rerep 3%, KB-3-1 cytotox 8%, ATXN2 expr inh -12%, HT1080 IDH1KD tx -17%, HT1080-NT tox 0%, MCF10A rerep -3% and HepG2 viability -43%.
CCN(CC)S(=O)(=O)c1cc(NC(=O)C(CC(C)C)NC(N)=O)ccc1C (configuration not stated) was read as S2 tox inactive, IL-1B inflam inh 36, SW480 rerep -12%, KB-3-1 cytotox -27%, ATXN2 expr inh -9%, HT1080 IDH1KD tx 0%, HT1080-NT tox 9%, MCF10A rerep 4% and HepG2 viability 0%.
`NC(=O)C1CCN(C(=O)c2ccc3ncsc3c2)CC1` gave S2 tox inactive, IL-1B inflam inh -1, KB-3-1 cytotox 1%, HT1080 IDH1KD tx 9%, HT1080-NT tox 11% and HepG2 viability 9%.
For O=C(Nc1nnc(-c2ccccc2)o1)c1ccc(Cl)cc1 the results were IL-1B inflam inh 51, SW480 rerep 22%, KB-3-1 cytotox inconclusive, ATXN2 expr inh 20µM*, HT1080 IDH1KD tx inconclusive, HT1080-NT tox inconclusive, MCF10A rerep inconclusive and HepG2 viability -17%.
`NC(=O)CCN1CCCCC1` gave S2 tox inactive, IL-1B inflam inh 14, SW480 rerep -32%[inhibitor], KB-3-1 cytotox 3%, ATXN2 expr inh 3%[11.3 µM], HT1080 IDH1KD tx 15%, HT1080-NT tox 6%, MCF10A rerep 4% and HepG2 viability -12%.
COC(=O)[C@]12CCCCC=C1N(Cc1ccco1)C(=O)[C@H](CC(=O)NCc1cccs1)C2 was read as S2 tox inactive, IL-1B inflam inh 3, KB-3-1 cytotox 13%, ATXN2 expr inh 2%, HT1080 IDH1KD tx 10% and HT1080-NT tox 7%.
`Cc1ccc(Cl)cc1NC(=O)C[n+]1ccc(Cc2ccc([N+](=O)[O-])cc2)cc1` gave S2 tox inactive, IL-1B inflam inh -82*, SW480 rerep 3%, KB-3-1 cytotox 10µM*, ATXN2 expr inh -20%, HT1080 IDH1KD tx -15%, HT1080-NT tox inconclusive, MCF10A rerep inconclusive and HepG2 viability -20%.
`CCC(=O)N1CCc2cc(OC)c(OC)cc2C1COc1ccccc1OC` (configuration not stated) gave S2 tox inactive, IL-1B inflam inh 3, SW480 rerep -1%, KB-3-1 cytotox 3%&-5%, ATXN2 expr inh -15%&0%, HT1080 IDH1KD tx 0%, HT1080-NT tox -2%, MCF10A rerep 15% and HepG2 viability -2%&-25%.
`Cc1oc(-c2ccccc2F)nc1CSCC(=O)NCc1ccc2c(c1)OCO2` gave S2 tox inactive, IL-1B inflam inh inconclusive, SW480 rerep 0%, KB-3-1 cytotox 0%, ATXN2 expr inh -14%, HT1080 IDH1KD tx -11%, HT1080-NT tox -5%, MCF10A rerep 3% and HepG2 viability -22%.
`O=C(COc1ccccc1[N+](=O)[O-])Nc1ccc(Br)cc1` gave S2 tox inactive, IL-1B inflam inh 31, SW480 rerep -9%, KB-3-1 cytotox 0%, ATXN2 expr inh 45%[activator], HT1080 IDH1KD tx -12%, HT1080-NT tox -11%, MCF10A rerep 0% and HepG2 viability -3%.
`CCOC(=O)c1c(N)sc(C(O)(C(F)(F)F)C(F)(F)F)c1-c1ccc(OC)cc1OC` gave S2 tox inactive, IL-1B inflam inh inconclusive, SW480 rerep 3%, KB-3-1 cytotox -2%, ATXN2 expr inh -14%, HT1080 IDH1KD tx -13%[9.24 µM], HT1080-NT tox inconclusive, MCF10A rerep 24% and HepG2 viability -40%.
COc1cc(C2SC[C@H]3C(=O)N(c4ccccc4)C(=O)N23)cc(OC)c1OC (some centres not stated) was read as S2 tox inactive, KB-3-1 cytotox -3%, ATXN2 expr inh 1% and HepG2 viability -11%.
Screening O=C(CCC(=O)N1CCOc2ccc(Cl)cc21)NCCCN1CCOCC1 returned S2 tox inactive, IL-1B inflam inh 0, SW480 rerep -6%, KB-3-1 cytotox -1%, ATXN2 expr inh 7%, HT1080 IDH1KD tx 0%, HT1080-NT tox -18%, MCF10A rerep 3% and HepG2 viability 5%.
`Cc1ccn2c(=O)c(C(=O)NC3CCCCC3C)c(O)nc2c1` (configuration not stated) gave S2 tox inactive, IL-1B inflam inh 18, SW480 rerep inconclusive, KB-3-1 cytotox inconclusive, ATXN2 expr inh 17%, HT1080 IDH1KD tx -3%, HT1080-NT tox -4%, MCF10A rerep 7% and HepG2 viability -2%.
For O=C(c1ccccc1)c1nccc2ccccc12 the results were S2 tox inactive, IL-1B inflam inh 12, SW480 rerep -1%, KB-3-1 cytotox 14%, ATXN2 expr inh 4%, HT1080 IDH1KD tx 13%, HT1080-NT tox -1%, MCF10A rerep inconclusive and HepG2 viability -8%.

Already shown: an excerpt of the list.
`CCC(=O)N1CCc2cc(OC)c(OC)cc2C1COc1ccccc1OC` (configuration not stated) gave S2 tox inactive, IL-1B inflam inh 3, SW480 rerep -1%, KB-3-1 cytotox 3%&-5%, ATXN2 expr inh -15%&0%, HT1080 IDH1KD tx 0%, HT1080-NT tox -2%, MCF10A rerep 15% and HepG2 viability -2%&-25%.
`Cc1oc(-c2ccccc2F)nc1CSCC(=O)NCc1ccc2c(c1)OCO2` gave S2 tox inactive, IL-1B inflam inh inconclusive, SW480 rerep 0%, KB-3-1 cytotox 0%, ATXN2 expr inh -14%, HT1080 IDH1KD tx -11%, HT1080-NT tox -5%, MCF10A rerep 3% and HepG2 viability -22%.
`O=C(COc1ccccc1[N+](=O)[O-])Nc1ccc(Br)cc1` gave S2 tox inactive, IL-1B inflam inh 31, SW480 rerep -9%, KB-3-1 cytotox 0%, ATXN2 expr inh 45%[activator], HT1080 IDH1KD tx -12%, HT1080-NT tox -11%, MCF10A rerep 0% and HepG2 viability -3%.
`CCOC(=O)c1c(N)sc(C(O)(C(F)(F)F)C(F)(F)F)c1-c1ccc(OC)cc1OC` gave S2 tox inactive, IL-1B inflam inh inconclusive, SW480 rerep 3%, KB-3-1 cytotox -2%, ATXN2 expr inh -14%, HT1080 IDH1KD tx -13%[9.24 µM], HT1080-NT tox inconclusive, MCF10A rerep 24% and HepG2 viability -40%.
COc1cc(C2SC[C@H]3C(=O)N(c4ccccc4)C(=O)N23)cc(OC)c1OC (some centres not stated) was read as S2 tox inactive, KB-3-1 cytotox -3%, ATXN2 expr inh 1% and HepG2 viability -11%.
